NTMT1 inhibitor = Primary qHTS for Inhibitors of N-terminal methyltransferase 1 (NTMT1): MTaseGlo Assay | N-terminal Xaa-Pro-Lys N-methyltransferase 1 (Homo sapiens), Q9BV86 | Potency, µM (series often up to 114 µM), for the others: top-dose activity change, negative = inhibition, usual class: inhibitors | 2.5% of 59,000 active | AID 1645870, 2021 | NTMT1 MTase-Glo SAH luminescence, purified enzyme;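 note: potency is the fitted concentration of half-maximal effect; plate controls were DMSO vehicle for no effect and no enzyme for full effect; nearly all actives have a fitted effect of over 65% in size; many of its hits are not listed in these tables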
Target sequence (Q9BV86 whole entry, looked up): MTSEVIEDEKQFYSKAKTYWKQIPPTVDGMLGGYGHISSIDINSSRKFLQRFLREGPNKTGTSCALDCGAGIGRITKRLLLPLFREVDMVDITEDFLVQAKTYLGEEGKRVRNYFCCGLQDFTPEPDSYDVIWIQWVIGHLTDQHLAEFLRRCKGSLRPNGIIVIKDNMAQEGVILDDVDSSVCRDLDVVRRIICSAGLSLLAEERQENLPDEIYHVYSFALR
p53null 39C kill = qHTS Screen for Compounds that Selectively Target Cancer Cells with p53 Mutations: Cytotoxicity of p53 Null Cells at the Nonpermissive Temperature; H1299 p53-null (neo) cells, 39C, ATPlite viability, 24 h; Potency, µM (series often up to 46.1 µM), inactives show top-dose activity, negative = cell killing, hits mostly cytotoxic; 0.97% of 55,000 active; AID 904, 2007;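 note: potency is the fitted concentration of half-maximal effect; 0% = DMSO only and -100% = full killing by 100 µM tamoxifen; nearly all actives have a fitted effect of over 50% in size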
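Temperature-shift cytotoxicity format: compound titrations on p53-null or A138V-expressing H1299 cells held 24 hr at 39C, cell ATP then measured, AC50 from Hill model.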
B2AR arrestin ag = qHTS assay of beta-arrestin-biased ligands of beta2-adrenergic receptor: NCGC Sytravon Library Screen. Beta-2 adrenergic receptor (Homo sapiens), P07550. HTLA Tango cells, beta-arrestin recruitment, luciferase luminescence, 18 h. Potency, µM (doses to about 46.1 µM), for inactives: at the top dose activation, actives largely listed as activators. 44,000 tested, under 10 active. AID 1347077, 2019;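 note: potency is the fitted concentration of half-maximal effect; 0% = DMSO and full agonism = EC100 isoproterenol or metaproterenol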
Target sequence (P07550 whole entry, looked up): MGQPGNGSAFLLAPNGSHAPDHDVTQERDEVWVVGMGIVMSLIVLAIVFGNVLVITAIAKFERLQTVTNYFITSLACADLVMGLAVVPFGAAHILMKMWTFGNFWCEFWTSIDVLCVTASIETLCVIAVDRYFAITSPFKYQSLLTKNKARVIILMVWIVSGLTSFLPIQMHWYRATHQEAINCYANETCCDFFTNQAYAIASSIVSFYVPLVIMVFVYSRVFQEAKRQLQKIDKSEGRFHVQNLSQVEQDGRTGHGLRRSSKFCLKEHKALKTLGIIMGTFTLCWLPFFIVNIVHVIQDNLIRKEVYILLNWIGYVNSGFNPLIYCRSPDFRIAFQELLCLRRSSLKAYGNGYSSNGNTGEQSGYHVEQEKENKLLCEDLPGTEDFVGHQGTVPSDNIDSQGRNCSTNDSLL
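Receptor–beta-arrestin recruitment read by tTA-responsive luciferase: compound titrations (up to 46 µM) incubated 18 h with Tango cells, then luminescent substrate 15 min at room temperature. Concentration-response fits classified by r2, efficacy and activity.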
PTAP-TSG101 blk = qHTS Validation Assay for Inhibitors of HIV-1 Budding by Blocking the Interaction of PTAP/TSG101: Sytravon Library Screen; Tumor susceptibility gene 101 protein (Homo sapiens), Q99816; Fluorescence polarization, FITC-PTAP peptide/Tsg101, 20 min; Potency, µM (titrated, usually from 115 µM), without a hit: at the top dose activity change, negative = inhibition, usual class: inhibitors; 44,000 tested, under 10 active; AID 1347069, 2019; note: potency is the fitted concentration of half-maximal effect; 0% is about no effect
Target sequence (Q99816 whole entry, looked up): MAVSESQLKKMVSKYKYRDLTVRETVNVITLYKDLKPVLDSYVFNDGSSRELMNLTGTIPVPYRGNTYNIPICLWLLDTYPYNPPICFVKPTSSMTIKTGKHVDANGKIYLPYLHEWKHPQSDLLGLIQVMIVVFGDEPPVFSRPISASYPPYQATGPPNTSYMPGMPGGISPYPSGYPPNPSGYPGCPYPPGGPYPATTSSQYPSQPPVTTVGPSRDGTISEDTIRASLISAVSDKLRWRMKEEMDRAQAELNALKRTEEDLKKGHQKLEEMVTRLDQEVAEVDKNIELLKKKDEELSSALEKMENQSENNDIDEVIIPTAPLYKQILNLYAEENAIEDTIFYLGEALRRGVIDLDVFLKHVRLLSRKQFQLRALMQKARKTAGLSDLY
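Read-out is FITC fluorescence polarization. Compounds were added to Tsg101 binding domain (10 uM final), then FITC-PTAP peptide (50 nM final), 20 min at r.t. Total S+P intensity flags fluorescent compounds.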
GALK inhibitor = qHTS Assay for Inhibitors of Human Galactokinase (GALK): NCGC Sytravon Library Screen | AID 1347072, 2019 | 44,000 tested, under 10 active | recombinant GALK, Kinase-Glo ATP luminescence, 1 h | Potency, µM (doses to about 57.5 µM), without a hit: top-dose activity, negative = inhibition, actives largely listed as inhibitors | P51570;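 note: plate controls were full GALK reaction for no effect and reaction lacking GALK for full effect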
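5 nM GALK with 35 µM ATP and 100 µM galactose in HEPES pH 8.0, MgCl2, NaCl, DTT, BSA; 1 h RT reaction, remaining ATP detected by Kinase-Glo Plus luminescence after 10 min; qHTS concentration series.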
FH mod = Identification of activators of human fumarate hydratase by quantitative high-throughput screening; Fumarate hydratase, mitochondrial (Homo sapiens), P07954; FH coupled MDH/diaphorase resazurin fluorescence, 15 min; Potency, µM (doses to about 79.9 µM), inactives show top-dose activity change, negative = inhibition, usual class: inhibitors; 0.22% of 54,000 active; AID 1347055, 2019; note: potency is the fitted concentration of half-maximal effect; % is set by controls: 0 for no effect and ±100 for the full control effect; the screen sought activators but most active calls are inhibition curves; nearly all actives have a fitted effect of over 45% in size
p53null 32C kill = qHTS Screen for Compounds that Selectively Target Cancer Cells with p53 Mutations: Cytotoxicity of p53 Null Cells at the Permissive Temperature; AID 903, 2007; H1299-neo p53 null cells, ATP luminescence, 24 h, 32C; 0.62% of 55,000 active; Potency, µM (doses to about 46.1 µM), for the others: top-dose activity change, negative = cytotoxicity, usual class: cytotoxic;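 note: potency is the fitted concentration of half-maximal effect; 0% = DMSO only and -100% = full killing by 100 µM tamoxifen; nearly all actives have a fitted effect of over 55% in size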
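AC50 values derive from Hill modelling of qHTS concentration-response data (up to 46 uM) in H1299-neo cells. Cells were treated 24 h at 32C following overnight attachment at 37C; viability was read as cellular ATP.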
The depositor's hits bear a star; [ ] = another dose, or the depositor's remark. Calls come from the whole dose curve; as a rule, active = well fitted curve in the direction sought with a large enough effect; inconclusive = small, poorly fitted or top-dose-only effect, or another doubt; inactive = no such curve, though single readings can be large; an effect the other way counts as inactive or inconclusive. The list is partial. The share of hits here may be higher or lower than overall.

Results for COC(=O)c1ccc(C(=O)OC)c(NC(=O)c2ccc(-c3ccccc3)s2)c1 ?
NTMT1 inhibitor: 8%; p53null 39C kill: inconclusive; B2AR arrestin ag: -3%; PTAP-TSG101 blk: 2%; GALK inhibitor: 4%; FH mod: -7%; p53null 32C kill: -19%

Results for Fc1ccc(-c2ccc(CNCCSc3nnnn3-c3ccccc3)o2)cc1Cl ?
NTMT1 inhibitor: 7%; p53null 39C kill: -22%; B2AR arrestin ag: -2%; PTAP-TSG101 blk: 0%; GALK inhibitor: 2%; FH mod: -23%; p53null 32C kill: 16%

Results for COC(=O)C1=C(C)N(C(C)C)C(=O)C1(NC(=O)c1ccc(C(C)(C)C)cc1)C(F)(F)F (stereo not drawn) ?
NTMT1 inhibitor: inconclusive; B2AR arrestin ag: 0%; PTAP-TSG101 blk: -3%; GALK inhibitor: 1%; FH mod: 5%

How did CC1CCC(NC(=O)c2ccc3c(c2)N(Cc2cccc(Cl)c2)C(=O)c2ccccc2S3=O)CC1 (stereo not drawn) do in these assays?
NTMT1 inhibitor: -8%; p53null 39C kill: 10%; B2AR arrestin ag: 0%; PTAP-TSG101 blk: -2%; GALK inhibitor: 2%; FH mod: -9%; p53null 32C kill: 4%

Results for COc1ccc(-c2nc3n(n2)C(c2cccc(C)c2)C(C(N)=O)=C(C)N3)cc1OC (stereo not drawn) ?
NTMT1 inhibitor: -3%; p53null 39C kill: 26%; B2AR arrestin ag: 0%; PTAP-TSG101 blk: -10%; GALK inhibitor: 0%; FH mod: 1%; p53null 32C kill: 8%

How did CSc1ccc(CCNC(=O)Cn2ncc3c(=O)oc4ccccc4c32)cc1 do in these assays?
NTMT1 inhibitor: inconclusive; p53null 39C kill: -4%; B2AR arrestin ag: -1%; PTAP-TSG101 blk: 0%; GALK inhibitor: 2%; FH mod: -1%; p53null 32C kill: -13%

How did CC1=C(c2ccc(C(C)C)cc2)S(=O)(=O)NC1=NCc1ccc(Cl)cc1 do in these assays?
NTMT1 inhibitor: 18%; p53null 39C kill: -1%; B2AR arrestin ag: -1%; PTAP-TSG101 blk: 0%; GALK inhibitor: 1%; FH mod: 3%; p53null 32C kill: -3%

How did CC(C)OCCCNC(=O)CSc1c2c(nc3ccc(Cl)cc13)CCCC2 do in these assays?
NTMT1 inhibitor: inconclusive; p53null 39C kill: 85%[activator]; B2AR arrestin ag: 1%; PTAP-TSG101 blk: -9%; GALK inhibitor: -3%; FH mod: -7%; p53null 32C kill: 4%

Results for CCOC(=O)C1CCN(c2c(C(=O)c3ccc(C)cc3)cnc3ccc(F)cc23)CC1 ?
NTMT1 inhibitor: 27%; p53null 39C kill: 0%; B2AR arrestin ag: 1%; PTAP-TSG101 blk: 3%; GALK inhibitor: 7%; FH mod: -14%; p53null 32C kill: -4%

What do the screens show for `O=C(CS(=O)(=O)c1cccc2nsnc12)NCc1ccccc1Cl`?
NTMT1 inhibitor: -9%; p53null 39C kill: -7%; B2AR arrestin ag: 0%; PTAP-TSG101 blk: 0%; GALK inhibitor: -2%; FH mod: -8%; p53null 32C kill: 0%

Results for COc1ccc(OCC(=O)OCc2cc(=O)n3nc(C4CC4)sc3n2)cc1 ?
NTMT1 inhibitor: 7%; p53null 39C kill: -4%; B2AR arrestin ag: 0%; PTAP-TSG101 blk: 3%; GALK inhibitor: 4%; FH mod: inconclusive; p53null 32C kill: 1%

What do the screens show for `CCc1nn(CCCC(=O)NCc2ccccc2Br)c(=O)c2cc3occc3n12`?
NTMT1 inhibitor: 16%; p53null 39C kill: -11%; B2AR arrestin ag: 1%; PTAP-TSG101 blk: -1%; GALK inhibitor: 6%; FH mod: -2%; p53null 32C kill: -3%

Results for Cc1ccc2nc(N3CCN(c4cccc(Cl)c4)CC3)c3nnnn3c2c1 ?
p53null 39C kill: 13%; B2AR arrestin ag: -1%; PTAP-TSG101 blk: 2%; GALK inhibitor: 2%; p53null 32C kill: -7%

How did O=C(Cc1ccccc1)Nc1sc2c(c1C(=O)Nc1ccc(Br)cc1)CCCC2 do in these assays?
NTMT1 inhibitor: 12%; p53null 39C kill: -8%; B2AR arrestin ag: 1%; PTAP-TSG101 blk: 1%; GALK inhibitor: inconclusive; FH mod: -13%; p53null 32C kill: 11%

How did COc1ccc(C2C(=O)N(C3CCC(C)CC3)CC(=O)N2Cc2ccccc2Cl)cc1OC (stereo not drawn) do in these assays?
p53null 39C kill: 15%; B2AR arrestin ag: 1%; PTAP-TSG101 blk: -2%; GALK inhibitor: 2%; p53null 32C kill: -1%

How did Cc1cc(C)cc(NC(=O)C2CCN(S(=O)(=O)c3cn(C)cn3)CC2)c1 do in these assays?
NTMT1 inhibitor: -1%; p53null 39C kill: -4%; B2AR arrestin ag: 0%; PTAP-TSG101 blk: -6%; GALK inhibitor: 0%; FH mod: 1%; p53null 32C kill: 4%

How did CCOc1ccccc1NC(=O)CN1CCN(S(=O)(=O)c2ccc(Br)cc2)CC1 do in these assays?
NTMT1 inhibitor: -13%; p53null 39C kill: 0%; B2AR arrestin ag: 0%; PTAP-TSG101 blk: -7%; GALK inhibitor: 1%; FH mod: 8%; p53null 32C kill: 4%

How did O=S1(=O)c2ccccc2N(Cc2ccccc2)c2ccccc21 do in these assays?
NTMT1 inhibitor: 17%; p53null 39C kill: 4%; B2AR arrestin ag: -1%; PTAP-TSG101 blk: -2%; GALK inhibitor: 1%; FH mod: -3%; p53null 32C kill: -11%

Results for COc1cccc(C2Nc3ccccc3-c3nnc(SCc4ccccc4)nc3O2)c1OC (stereo not drawn) ?
NTMT1 inhibitor: -5%; p53null 39C kill: 8%; B2AR arrestin ag: 2%; PTAP-TSG101 blk: -1%; GALK inhibitor: 2%; FH mod: -30%; p53null 32C kill: -7%

What do the screens show for `CSc1ccc(CCNc2ncnc3onc(-c4ccc(Cl)cc4)c23)cc1`?
NTMT1 inhibitor: 4%; p53null 39C kill: 14%; B2AR arrestin ag: -1%; PTAP-TSG101 blk: 2%; GALK inhibitor: 1%; FH mod: -10%; p53null 32C kill: 2%

Among those listed so far, these have a thiophene ring, fused or not.
Results for COC(=O)c1ccc(C(=O)OC)c(NC(=O)c2ccc(-c3ccccc3)s2)c1 ?
NTMT1 inhibitor: 8%; p53null 39C kill: inconclusive; B2AR arrestin ag: -3%; PTAP-TSG101 blk: 2%; GALK inhibitor: 4%; FH mod: -7%; p53null 32C kill: -19%

How did O=C(Cc1ccccc1)Nc1sc2c(c1C(=O)Nc1ccc(Br)cc1)CCCC2 do in these assays?
NTMT1 inhibitor: 12%; p53null 39C kill: -8%; B2AR arrestin ag: 1%; PTAP-TSG101 blk: 1%; GALK inhibitor: inconclusive; FH mod: -13%; p53null 32C kill: 11%

The results go on.
Results for COc1ccc(OC)c(NC(=O)N2CCC(CN3CCCCC3)CC2)c1 ?
NTMT1 inhibitor: 1%; p53null 39C kill: -7%; B2AR arrestin ag: -1%; PTAP-TSG101 blk: -7%; GALK inhibitor: 2%; FH mod: -7%; p53null 32C kill: 3%

What do the screens show for `O=S(=O)(NCC(c1cccs1)S(=O)(=O)c1ccccc1)c1ccc(F)cc1` (stereo not drawn)?
NTMT1 inhibitor: -1%; p53null 39C kill: 23%; B2AR arrestin ag: inconclusive; PTAP-TSG101 blk: 0%; GALK inhibitor: -7%; FH mod: -13%; p53null 32C kill: 3%

What do the screens show for `CN(C)c1ccc(C(CNC(=O)c2ccccc2Cl)N2CCc3ccccc32)cc1` (stereo not drawn)?
NTMT1 inhibitor: -11%; p53null 39C kill: 2%; B2AR arrestin ag: 0%; PTAP-TSG101 blk: -6%; GALK inhibitor: -3%; FH mod: -11%; p53null 32C kill: -2%

Results for CCN1CCc2c(sc(NC(=O)CSc3ccccc3)c2-c2nc3ccccc3s2)C1 ?
NTMT1 inhibitor: 3%; p53null 39C kill: 22%; B2AR arrestin ag: -1%; PTAP-TSG101 blk: 40µM*; GALK inhibitor: -7%; FH mod: 10%; p53null 32C kill: -6%

How did Cc1cc(Nc2ccc(Br)cc2)n2nc(-c3ccccc3C)nc2n1 do in these assays?
NTMT1 inhibitor: -1%; p53null 39C kill: 0%; B2AR arrestin ag: 0%; PTAP-TSG101 blk: 3%; GALK inhibitor: 1%; FH mod: -19%; p53null 32C kill: 21%

What do the screens show for `COc1ccc2nc3oc(C(=O)N4CCN(c5cc(C)ccc5C)CC4)cc3cc2c1`?
NTMT1 inhibitor: 11%; p53null 39C kill: 12%; B2AR arrestin ag: -1%; PTAP-TSG101 blk: -7%; GALK inhibitor: 1%; FH mod: -17%; p53null 32C kill: -4%

Results for Cc1ccc(NC(=O)C2CCN(C(=O)c3cnn(-c4ccccc4)c3-n3cccc3)CC2)cc1 ?
NTMT1 inhibitor: -1%; p53null 39C kill: -9%; B2AR arrestin ag: -3%; PTAP-TSG101 blk: -4%; GALK inhibitor: 4%; FH mod: -22%; p53null 32C kill: 14%

How did COc1ccccc1N1CCN(c2cc(C)nc3nc(-c4ccc(C)cc4)nn23)CC1 do in these assays?
NTMT1 inhibitor: -16%; p53null 39C kill: -20%; B2AR arrestin ag: -1%; PTAP-TSG101 blk: 3%; GALK inhibitor: -2%; FH mod: -4%; p53null 32C kill: -4%

How did FC(F)(F)c1cccc(-n2cc(-c3ccccc3)c3c(N4CCCCC4)ncnc32)c1 do in these assays?
NTMT1 inhibitor: 10%; p53null 39C kill: -1%; B2AR arrestin ag: 0%; PTAP-TSG101 blk: -3%; GALK inhibitor: 2%; FH mod: 3%; p53null 32C kill: -3%

What do the screens show for `CCOC(=O)c1cccc(NC(=O)c2cc3c(-c4cccc(OC)c4)nn(C)c3s2)c1`?
NTMT1 inhibitor: 13%; p53null 39C kill: 14%; B2AR arrestin ag: 1%; PTAP-TSG101 blk: -5%; GALK inhibitor: 10%; FH mod: -23%; p53null 32C kill: 18%

Results for CCOc1ccccc1CNC(=O)c1cn(-c2ccc(OC)cc2)c(=O)c2ccccc12 ?
NTMT1 inhibitor: 7%; p53null 39C kill: 101%[activator]; B2AR arrestin ag: 0%; PTAP-TSG101 blk: 1%; GALK inhibitor: 0%; FH mod: -7%; p53null 32C kill: -4%

Screening data as filed in PubChem BioAssay.
